PPARg SRC-3 ag: promotes SRC-3 coactivator recruitment by human PPARgamma; biochemical PPARgamma/SRC-3 coactivator recruitment assay; activation, % at 8 µM; hit rate 0.26% among 200,000; in the data active means activation above about 23%;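 further: 0% = DMSO and 100% = reference agonist; some compounds past the cut are filed as inactive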
HMGR II inh: inhibitors of class II HMG-CoA reductase from Enterococcus faecalis | hit rate 0.41% among 190,000 | inhibition, % at 10 µM | AID 1066 | purified E. faecalis HMGR, NADPH absorbance 340 nm kinetic;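 active means inhibition above a set limit, the median over all tested compounds plus 3 SD, cut at about 9.5% in these data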;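 further: enzyme runs in reverse so mevalonate oxidation gives rising NADPH absorbance; 0% = complete reaction with DMSO and 100% = background rate lacking mevalonate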
SRC2 TRFRET art: TR-FRET artefact, counter-screen to PPARgamma/SRC-2 agonist assay | active compounds read high | TR-FRET ratio at 8 µM | hit rate 0.4% among 200,000; in the data active means TR-FRET ratio above about 2000; further: inactives centre near 1500
TNAP inh noacc: TNAP (human) inhibition, acceptor-free conditions. purified TNAP, CDP-star luminescence, 30 min. inhibition, % at 20 µM. hit rate 0.26% among 200,000. AID 1012;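 active means tissue-nonspecific alkaline phosphatase inhibition above about 50% at 20 µM in the single-dose screen, limit read from the data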;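 further: 0% = DMSO negative control and 100% = EDTA positive control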
Target sequence (P05186 whole entry, looked up): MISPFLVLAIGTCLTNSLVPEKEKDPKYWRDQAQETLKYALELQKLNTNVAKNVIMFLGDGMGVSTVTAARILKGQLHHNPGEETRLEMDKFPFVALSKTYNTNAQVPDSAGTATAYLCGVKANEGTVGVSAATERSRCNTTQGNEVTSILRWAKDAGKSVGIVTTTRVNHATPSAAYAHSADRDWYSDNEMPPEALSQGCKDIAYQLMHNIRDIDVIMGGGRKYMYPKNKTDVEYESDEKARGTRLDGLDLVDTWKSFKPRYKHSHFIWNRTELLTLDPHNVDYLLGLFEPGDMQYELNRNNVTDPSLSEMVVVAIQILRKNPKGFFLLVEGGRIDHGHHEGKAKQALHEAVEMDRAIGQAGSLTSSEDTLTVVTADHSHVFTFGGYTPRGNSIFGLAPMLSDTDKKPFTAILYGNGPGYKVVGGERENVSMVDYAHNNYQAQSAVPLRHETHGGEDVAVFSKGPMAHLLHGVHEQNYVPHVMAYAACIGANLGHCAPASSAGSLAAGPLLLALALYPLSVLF
bIAP inhibitor: blocks bovine intestinal alkaline phosphatase activity; purified bovine IAP, CDP-star luminescence, 30 min; inhibition, % at 20 µM; 190,000 tested, under 10 active; AID 1019;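 active means over 50% inhibition of intestinal alkaline phosphatase at 20 µM in the single-dose screen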
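test system = bovine IAP enzyme | medium = DEA buffer 100 mM, pH 9.8, with MgCl2 1.0 mM, ZnCl2 0.02 mM | detection = luminescence | dosing = single compound dose of 20 µM, 2% DMSO final | incubation = 30 min reaction at room temperature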
PPARg SRC2 recr: PPARgamma-driven SRC-2 recruitment agonism. P37231. PPARgamma LBD-SRC-2 recruitment, biochemical. activation, % at 8 µM. hit rate 0.34% among 200,000. AID 1032; in the data active means activation above about 22%;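 further: 0% = vehicle and 100% = reference agonist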
PPARg SRC-1 ag: PPARgamma-driven SRC-1 recruitment agonism; PPARgamma-SRC-1 coactivator recruitment biochemical assay; activation, % at 8 µM; AID 631; hit rate 0.41% among 200,000; in the data active means activation above about 19%;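 further: 0% = DMSO and 100% = reference agonist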
bIAP act: increases bovine intestinal alkaline phosphatase activity | purified bovine IAP, CDP-star luminescence, 30 min; active compounds read high; fold of DMSO-control signal, blank-subtracted | activation factor at 20 µM | hit rate 0.17% among 200,000;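 active means activation factor of 2 or more at 20 µM, a signal rise over negative controls twice the positive control's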
TNAP inh hi DEA: TNAP (human) inhibition, high acceptor | P05186 | purified TNAP, CDP-star luminescence, 1 M DEA | inhibition, % at 20 µM | hit rate 0.03% among 200,000 | AID 1135;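 active means over 50% inhibition of tissue-nonspecific alkaline phosphatase at 20 µM in the single-dose screen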;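 further: plate controls were DMSO wells for no effect and EDTA-quenched wells as full inhibition for full effect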
TNAP act hi DEA: TNAP (human) activation, high acceptor; P05186; purified TNAP, CDP-star luminescence, 1 M DEA, 30 min; active compounds read high; 0 = EDTA background, 1 = DMSO-only activity; activation factor at 20 µM; 200,000 tested, under 10 active;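 active means activation factor at least 2 at 20 µM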
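system = human TNAP | amount = enzyme diluted 1/800 final | reagent = 100 µM CDP-star substrate | signal = luminescent substrate turnover signal | dosing = one dose, 20 µM | benchmarks = EDTA negative control, DMSO positive control | measure = activation factor | timing = 30 min reaction, room temperature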
Numbers without * were called inactive.

SMILES	PPARg SRC-3 ag	HMGR II inh	SRC2 TRFRET art	TNAP inh noacc	bIAP inhibitor	PPARg SRC2 recr	PPARg SRC-1 ag	bIAP act	TNAP inh hi DEA	TNAP act hi DEA
CC1(C)CC2CC(C)(CN2C(=O)CCCN2C(=O)c3ccccc3C2=O)C1 (stereo not drawn)	2	0	1559	-5	18	3	3	0.8	-8	1.1
CC(C)(C)c1ccc(S(=O)(=O)NCc2ccc(C(=O)NCc3ccccn3)cc2)cc1	6	1	1598	-19	5	-6	3	1	0	1
Cc1ccc(C)c(CSc2nnc(CCN)o2)c1	-2	1	1525	4	21	12	4	0.8	-1	1
CCN(C(=O)COC(=O)CNC(=O)c1ccc2ccccc2c1)C1CCS(=O)(=O)C1 (stereo not drawn)	-2	-4	1295	-16	-15	-3	-6	1.2	-5	1.1
CN(CCC#N)C(=O)COC(=O)c1ccc2c(=O)n3c(nc2c1)CCC3	4	3	1541	-6	-19	5	8	1.2	-5	1
Cc1ccc(C#N)c(SCc2cc3c(cc2Cl)OCO3)n1	-4	-9	1603	-1	3	0	-1	1	2	1
Cc1ccc(NC(=O)CN(C)C(=O)c2n[nH]c(=O)c3ccccc23)cc1	3	-2	1647	-6	-11	1	8	1.1	0	1
COc1ccccc1OCCn1cc(/C=N/n2cnnc2)c2ccccc21	-2	0	1378	-8	0	-6	-4	1	-2	1
O=C(c1sc2ccccc2c1Cl)N(Cc1ccco1)C1CCS(=O)(=O)C1 (stereo not drawn)	-10	5	1408	-7	-5	0	-5	1	-10	1.1
O=C(NCc1ccccn1)c1ccc(Cl)c(S(=O)(=O)Nc2ccccc2C(=O)NCc2ccccn2)c1	0	-11	1609	-11	6	1	7	0.9	0	1
CCc1cccc2c(C#N)cn(CC(=O)NCc3ccco3)c12	-7	3	1560	-13	5	3	5	0.9	-6	1.1
C=CCNC(=S)N/N=C(\C)c1ccc(OC)cc1	-2	-1	1657	7	4	9	10	1	0	1
CCC(=O)Nc1ccc(-c2nc3ccccc3c(=O)o2)cc1	7	1	1529	6	0	8	2	1	-5	1.1
CCOP(=O)(O)c1cccc(OCCOCCOc2cccc(P(=O)(O)OCC)c2)c1	4	-2	1785	-12	1	5	8	1	2	1
O=C(CC(=O)NN=C1CCCC1)NCCc1ccccc1	-7	2	1425	-11	-1	1	-7	1	-4	1
COc1ccc2[nH]c(C)c(C(=O)CN3CCc4cc(OC)c(OC)cc4C3)c2c1	-9	-7	1476	-14	-4	5	2	1	-8	1.1
O=C(CNC(c1ccccc1)c1ccccc1)Nc1ccccc1-c1ccccc1	1	1	1610	-14	-4	2	0	1	-2	1
COC(=O)c1nnn(Cc2ccccc2)c1N	5	-5	1781	-8	7	2	7	0.9	-6	1.1
CCCC(=O)Nc1ccc(Br)cn1	8	-3	1475	-4	5	10	5	1	-10	1.1
CCN(C(=O)CN1c2ccccc2CC1C)c1c(N)n(Cc2ccccc2)c(=O)[nH]c1=O (stereo not drawn)	1	0	1655	-5	-4	7	7	1	-3	1

Full records, looked up by structure.
`CCN(C(=O)COC(=O)CNC(=O)c1ccc2ccccc2c1)C1CCS(=O)(=O)C1` (stereo not drawn) in the list: PPARg SRC-3 ag: -2; HMGR II inh: -4; SRC2 TRFRET art: 1295; TNAP inh noacc: -16; bIAP inhibitor: -15; PPARg SRC2 recr: -3; PPARg SRC-1 ag: -6; bIAP act: 1.2; TNAP inh hi DEA: -5; TNAP act hi DEA: 1.1
`CC(C)(C)c1ccc(S(=O)(=O)NCc2ccc(C(=O)NCc3ccccn3)cc2)cc1` in the list: PPARg SRC-3 ag: 6; HMGR II inh: 1; SRC2 TRFRET art: 1598; TNAP inh noacc: -19; bIAP inhibitor: 5; PPARg SRC2 recr: -6; PPARg SRC-1 ag: 3; bIAP act: 1; TNAP inh hi DEA: 0; TNAP act hi DEA: 1

(further entries)
SMILES	PPARg SRC-3 ag	HMGR II inh	SRC2 TRFRET art	TNAP inh noacc	bIAP inhibitor	PPARg SRC2 recr	PPARg SRC-1 ag	bIAP act	TNAP inh hi DEA	TNAP act hi DEA
CC(C)COP(=O)(OCC(C)C)C(Nc1ccccc1)c1ccc(F)cc1 (stereo not drawn)	1	0	1412	-5	3	-5	-8	1	-4	1
CCCCNCc1cccn1-c1ccccc1	0	-6	1321	-8	21	6	-1	0.8	-1	1
CCCC[C@@H]1C[C@H]1[C@@H](NC(=O)c1ccco1)c1ccc(Cl)cc1	4	-9	1539	-6	-32	0	3	1.3	3	1
CCOC(=O)Cn1cnc2c(nnn2-c2ccc(OC)cc2)c1=O	5	-2	1475	-15	6	-1	-1	0.9	-4	1
Cc1ccccc1Cn1nc(C)c(NC(=O)C2c3ccccc3Oc3ccccc32)c1C	3	-8	1691	-47	2	1	2	1	-12	1.1
CN(C)c1ccc(N=C/C=C2/N(C)c3ccccc3C2(C)C)cc1	17	1	2099*	17	37	32*	28*	0.6	26	0.7
O=C(NNC(=O)c1ccc(NC(=O)c2ccccc2)cc1)Nc1ccccc1	-1	-6	1338	-7	8	-7	-1	0.9	-2	1
Cc1nn(-c2ccccc2)c(N2CCCC2)c1/C=N/NC(=O)c1cc2ccccc2cc1O	2	-1	1685	-1	-3	-4	-1	1	1	1
OC1CCCN(Cc2cn(Cc3ccccc3)nc2-c2cc3ccccc3o2)C1 (stereo not drawn)	0	-1	1515	-5	-5	-1	-7	1.1	-6	1.1
CCCCC(=O)Nc1cc(N(C)C)nc2ccccc12	-4	-2	1422	-6	0	-5	0	1	2	1
Cc1ccc(NC(=O)COC(=O)c2ccc3c(c2)NC(=O)C2CCCN32)cc1C (stereo not drawn)	15	0	1739	-18	-7	9	3	1.1	-7	1.1
CCN(CC)S(=O)(=O)c1ccc2[nH]cc(C(=O)NCCc3ccccc3)c(=O)c2c1	5	-4	1467	-10	0	-1	-5	1	-2	1
Cc1cccc(NC(=O)CN2C(=O)S/C(=C\c3cc(C)n(C)c3C)C2=O)c1	4	-3	1670	-9	-2	13	3	1	4	1
CCOc1ccc(/C=C2\SC(=S)N(Nc3ccccc3)C2=O)cc1OC	4	-2	1572	9	0	0	-1	1	2	1
Cc1ccc(CNC(=O)c2cccc(S(C)(=O)=O)c2)cc1	2	-2	1715	-7	15	-2	-6	0.9	0	1
COc1ccc2c(c1)[nH]c1c(=O)n(CCN(C)C)cnc12	2	-4	1484	-4	0	12	11	1	-2	1
COc1cccc(=O)c2c(C)oc(C)c12	-5	0	1426	-5	16	4	6	0.8	-10	1.1
c1ccc(Nc2nc(N3CCCCC3)nc(N3CCNCC3)n2)cc1	-7	3	1624	-4	-4	-7	9	1	-6	1.1
CCCc1cc(NCCCCO)n2c(nc3ccccc32)c1C#N	7	2	1594	-12	-18	6	3	1.2	-4	1
COCCn1c(C)cc(C(=O)COC(=O)CCc2ccc(S(=O)(=O)N3CCOCC3)cc2)c1C	1	-5	1440	-8	-17	-2	-9	1.2	-5	1.1

Reformatted bar-delimited: part of the list above.
compound | PPARg SRC-3 ag | HMGR II inh | SRC2 TRFRET art | TNAP inh noacc | bIAP inhibitor | PPARg SRC2 recr | PPARg SRC-1 ag | bIAP act | TNAP inh hi DEA | TNAP act hi DEA
Cc1ccccc1Cn1nc(C)c(NC(=O)C2c3ccccc3Oc3ccccc32)c1C | 3 | -8 | 1691 | -47 | 2 | 1 | 2 | 1 | -12 | 1.1
CN(C)c1ccc(N=C/C=C2/N(C)c3ccccc3C2(C)C)cc1 | 17 | 1 | 2099* | 17 | 37 | 32* | 28* | 0.6 | 26 | 0.7

Records listed so far marked active in PPARg SRC-1 ag:
| Molecule | PPARg SRC-3 ag | HMGR II inh | TNAP inh noacc | bIAP inhibitor | PPARg SRC2 recr | PPARg SRC-1 ag | bIAP act | TNAP inh hi DEA | TNAP act hi DEA |
| --- | --- | --- | --- | --- | --- | --- | --- | --- | --- |
| CN(C)c1ccc(N=C/C=C2/N(C)c3ccccc3C2(C)C)cc1 | 17 | 1 | 17 | 37 | 32* | 28* | 0.6 | 26 | 0.7 |

Further structures:
SMILES	PPARg SRC-3 ag	HMGR II inh	SRC2 TRFRET art	TNAP inh noacc	bIAP inhibitor	PPARg SRC2 recr	PPARg SRC-1 ag	bIAP act	TNAP inh hi DEA	TNAP act hi DEA
Cc1cccc(N2C(=O)CC(N3CCN(c4ccccn4)CC3)C2=O)c1 (stereo not drawn)	3	-1	1654	-11	6	0	-3	0.9	-3	1
O=C(c1ccc2c(=O)n(-c3ccccc3)c(=O)[nH]c2c1)N1CCN(c2ccc(F)cc2)CC1	0	-6	1470	-2	8	0	7	0.9	-9	1.1
CN(C)C(CNc1ncnc2sc3c(c12)CCCC3)c1ccco1 (stereo not drawn)	5	-9	1711	-13	-15	13	11	1.2	-2	1
Cc1ccc(C)c(CN2CCCN(C(=O)Cn3ncc4c3-c3ccccc3OC4)C2)c1	-12	-4	1372	-12	-6	-8	-4	1.1	-2	1
Cc1ccccc1C(=O)NNC(=O)C(=O)N1CCCCC1	2	0	1662	-12	-21	8	3	1.2	1	1
CC1CCN(C(=O)CSc2nnc(CSc3ncccn3)n2C)CC1	-4	-1	1564	6	-1	-1	6	1	-4	1
Nc1nnc(CC2=CCCCC2)s1	-10	-7	1500	-9	12	-3	8	0.9	-4	1
O=C(NCCO)c1ccc(-c2nnc(N3CCOCC3)c3ccccc23)cc1	17	-3	1539	1	-3	4	1	1	-1	1
COc1cccc(Cn2nc(C(=O)O)c3ccccc3c2=O)c1	3	0	1630	-6	14	8	5	0.9	-3	1
CCOC(=O)c1ccc(NC(=O)COc2ccc(CNC3CCCCC3)cc2OC)cc1	1	-1	1330	-11	-3	-2	2	1	-3	1

Screening results: PubChem, several laboratories
